PI4K2A block = blocks human PI4K2A kinase activity. 420,000 tested, 0.13% active. activity change, negative = inhibition, % at 76.9 µM. Q9BTU6. AID 1346378. purified PI4K2A, ADP-Glo luminescence, 1 h; hits give low values; in the data active means activity change below about -50%; inconclusive means mostly about -30% to -49%;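 further: -100% = wells without enzyme as full effect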
Target sequence (Q9BTU6 whole entry, looked up): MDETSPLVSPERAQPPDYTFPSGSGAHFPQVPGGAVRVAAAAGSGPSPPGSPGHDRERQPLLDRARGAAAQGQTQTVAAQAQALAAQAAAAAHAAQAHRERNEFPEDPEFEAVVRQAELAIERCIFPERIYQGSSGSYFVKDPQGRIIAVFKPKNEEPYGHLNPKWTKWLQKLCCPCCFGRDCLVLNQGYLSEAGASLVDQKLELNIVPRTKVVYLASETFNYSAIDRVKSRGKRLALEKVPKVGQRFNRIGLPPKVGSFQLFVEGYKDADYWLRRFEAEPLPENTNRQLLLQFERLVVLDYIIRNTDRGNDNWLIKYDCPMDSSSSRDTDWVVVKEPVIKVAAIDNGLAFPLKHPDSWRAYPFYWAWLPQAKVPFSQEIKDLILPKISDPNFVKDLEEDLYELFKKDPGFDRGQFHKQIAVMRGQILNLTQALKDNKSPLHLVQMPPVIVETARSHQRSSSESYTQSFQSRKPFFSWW
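In this quantitative HTS, ADP production by PI4K2A was quantified luminescently after 1 h at ambient temperature; 100 microM adenosine served as plate-quality control.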
TrxR1 substrate = substrates of rat thioredoxin reductase 1; purified TrxR1 substrate turnover, NADPH consumption readout; Potency, µM (top dose mostly 114 µM), for the others: at the highest dose activity change, negative = substrate turnover; 390,000 tested, 0.01% active; further: potency means the concentration at half of the fitted maximal effect; on the % scale 0 is the no-effect control and ±100 the full control effect; nearly all actives have a fitted effect of over 50% in size
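Rat TrxR1, dispensed at 90 nM, was prereduced with 400 uM NADPH (final) for 5 min at ~22 deg C, then incubated with compound 15 min before 400 uM selenite. A first-read NADPH fluorescence drop versus no-compound background flagged substrates.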
LDHA block = blocks human lactate dehydrogenase A | activity change, % (values are at about 110 or 230 µM) | 480,000 tested, 0.15% active | AID 1347041 | P00338 | purified LDHA, NADH/diaphorase-resazurin fluorescence; hits give low values; in the data active means activity change below about -30%; inconclusive means mostly about -25% to -30%;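 further: plate controls were DMSO wells for no effect and wells without enzyme for full effect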
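Human LDH5 at 2 nM final in Tris HCl pH 7.4 with 0.06 mM NADH and 0.2 mM pyruvate, reacted 5 minutes at room temperature. Remaining NADH coupled via diaphorase/resazurin; resorufin fluorescence read at 0 and 20 minutes, normalized to enzyme-free and DMSO wells.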
Vif-A3F inh = blocks the Vif interaction with APOBEC3F | HeLa A3F-eYFP + Vif (tagged APOBEC3F with the HIV-1 protein that degrades it), YFP fluorescence increase | Potency, µM (doses to about 46.1 µM), inactives show top-dose activity, negative = active | 390,000 tested, 0.2% active; further: potency means the concentration at half of the fitted maximal effect; % of control where 0% means no effect; nearly all actives have a fitted effect of over 65% in size
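Fluorescence increase (Ex 488/Em 500-530) after overnight compound treatment at 37 deg C flags inhibition of Vif-driven A3F-eYFP loss in stable HeLa A3F-eYFP/Vif cells seeded overnight beforehand.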
IDH1 R132H inh = blocks human mutant IDH1 R132H enzyme. O75874. IDH1-R132H enzyme, NADPH consumption, diaphorase/resazurin fluorescence. Potency, µM (highest dose often 76.6 µM), for the others: at the highest dose activity change, negative = inhibition, hits mostly inhibitors. 390,000 tested, 0.093% active. AID 602179; further: potency means the concentration at half of the fitted maximal effect; on the % scale 0 is the no-effect control and ±100 the full control effect; nearly all actives have a fitted effect of over 65% in size
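IDH1-R132H (0.5 ug/mL dispensed) in pH 7.5 Tris buffer was preincubated 30 min with compound, then given a substrate mix of 0.016 mM NADPH and 2 mM alpha-KG for 80 min at room temperature; remaining NADPH was read by diaphorase/resazurin fluorescence.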
Glioma ERSR ind = ER stress response induction in glioma. Potency, µM, inactives show at the top dose activation, hits mostly activators. 420,000 tested, 0.02% active. U87-MG GRP78 promoter luciferase reporter, 16 h; further: potency means the concentration at half of the fitted maximal effect; series mostly up to about 76 µM; % of control where 0% means no effect; nearly all actives have a fitted effect of over 35% in size
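Stably transfected U87-MG glioma cells carrying a GRP78-based luciferase sensor; 16 h compound incubation. Luminescence end-point read 10 min after Bright-Glo addition at room temperature.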
Vif-A3G inh = inhibitors of Vif-APOBEC3G interaction; Q9HC16; HeLa A3G-eYFP + Vif (tagged APOBEC3G with the HIV-1 protein that degrades it), YFP fluorescence, overnight; Potency, µM (series often up to 46.1 µM), for inactives: at the top dose activity, negative = active, usual class: inhibitors; 410,000 tested, 0.076% active; AID 602310;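 further: potency means the concentration at half of the fitted maximal effect; on the % scale 0 is the no-effect control and ±100 the full control effect; nearly all actives have a fitted effect of over 60% in size; hits raise eYFP signal because A3G escapes Vif-driven loss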
Target sequence (Q9HC16 whole entry, looked up): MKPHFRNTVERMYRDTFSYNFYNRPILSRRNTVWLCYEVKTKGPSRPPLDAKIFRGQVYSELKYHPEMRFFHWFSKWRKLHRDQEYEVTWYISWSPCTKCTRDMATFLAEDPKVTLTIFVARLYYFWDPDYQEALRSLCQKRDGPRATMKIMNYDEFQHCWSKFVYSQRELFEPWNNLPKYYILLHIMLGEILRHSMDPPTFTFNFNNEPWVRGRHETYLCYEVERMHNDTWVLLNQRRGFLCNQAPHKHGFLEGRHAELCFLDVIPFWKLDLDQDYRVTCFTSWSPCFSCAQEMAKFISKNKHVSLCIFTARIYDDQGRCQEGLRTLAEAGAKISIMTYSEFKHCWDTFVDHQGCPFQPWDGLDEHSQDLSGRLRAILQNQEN
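HeLa cells stably expressing Vif and C-terminally eYFP-tagged A3G, seeded overnight at 37 deg C, then exposed to compound by pintool overnight at 37 deg C. Rise in yellow fluorescence (Ex 488/Em 500-530, Acumen) marks blocked Vif-driven A3G degradation.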
RXFP1 ag = RXFP1 (human) receptor agonism; AID 2676; Q9HBX9; Potency, µM (highest dose often 57.5 µM), for the others: at the top dose activation, most hits filed as activators; 370,000 tested, 0.3% active; HEK293T-RXFP1 cAMP TR-FRET, 30 min; response scale: percent of porcine relaxin response, buffer zero; further: potency means the concentration at half of the fitted maximal effect; on the % scale 0 is the no-effect control and ±100 the full control effect; nearly all actives have a fitted effect of over 60% in size; many of its hits are not listed in these tables
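HEK293 cells stably expressing RXFP1, treated 30 min at 37C with compounds plus PDE4 inhibitor Ro 20174; cAMP measured by HTRF TR-FRET. Normalized to buffer and 29 nM porcine relaxin; EC50 by Hill fit.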
USP1-UAF1 inh = inhibitors of human USP1/UAF1 deubiquitinase. O94782. recombinant USP1/UAF1, Ub-Rhodamine cleavage fluorescence. Potency, µM (highest dose often 57.1 µM), inactives show at the highest dose activity change, negative = inhibition, usual class: inhibitors. 390,000 tested, 0.23% active; further: potency means the concentration at half of the fitted maximal effect; on the % scale 0 is the no-effect control and ±100 the full control effect; nearly all actives have a fitted effect of over 60% in size; inactives centre near -12
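In this screen, compounds sit with the deubiquitinase complex (1nM) for 15 min at room temperature before Ub-Rho is added at 150nM final. Fluorescence rise is then followed for 6 reads every 60 seconds.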
The depositor's hits bear a star; ? = inconclusive; . = no result given; & = joins results of further samples; [ ] = dose if it differs, or a comment. Unless noted, the call rests on the fitted dose curve; in most records, active means well fitted curve in the direction sought with a large enough effect; inconclusive means small, poorly fitted or top-dose-only effect, or another doubt; inactive means no such curve, though single readings can be large; an effect the other way counts as inactive or inconclusive. Only part of the results is shown; count on the stated rates, not on these rows.

Screens in order – PI4K2A block | TrxR1 substrate | LDHA block | Vif-A3F inh | IDH1 R132H inh | Glioma ERSR ind | Vif-A3G inh | RXFP1 ag | USP1-UAF1 inh
Cc1ccc(NC(=S)NNC(=O)C2CC2c2ccc(C)cc2)cc1 (configuration not stated)
 : 1 | -4% | 3 | -1% | 13% | -1% | 6% | -0.2% | 5%
COc1ccc(NC(=O)Cn2c(C)cc3ccccc3c2=O)c(OC)c1
 : -2 | 7% | -7 | 2% | -1% | 0% | -1% | 21% | -11%
O=C(O)c1c(-c2ccccc2)oc2ccc(OCc3c(F)cccc3Cl)cc12
 : 2 | 225%[activator] | 3 | 3% | -15% | -2% | 7% | 7.7% | -27%
Cc1ccc(C)c(NS(=O)(=O)c2cc(C(=O)NCc3ccco3)ccc2C)c1
 : 3 | 5%[57.1 µM] | -3 | 0% | 0% | -4% | -9% | 0.2% | -19%
O=C(CCSc1ccccc1Cl)NNC(=O)c1ccncc1
 : 2 | -3% | -5 | -16% | -1% | 0% | 0% | 0.1% | -7%
Cc1ccc(-n2nc(C(=O)N(C)Cc3ccccc3)c3c4ccccc4n(C)c3c2=O)cc1
 : -12 | 12%[2.29 µM] | -9 | -3% | 7% | 0% | -2% | -2.6% | -12%
CC(=O)c1cn(CC(=O)Nc2cccc(C)c2C)c2ccccc12
 : -5 | 2%[57.1 µM] | -6 | 3% | 11% | -2% | -3% | 2.9% | -10%
CCn1ccnc1CN(C)Cc1c(C(=O)N2CCCCCCC2)nc2ccc(Cl)cn12
 : -3 | 4% | -1 | -9% | 1% | -3% | 0% | 3.3% | -16%
CCS(=O)(=O)c1nc(S(=O)(=O)c2ccc(Cl)cc2)c(NCc2ccco2)s1
 : 3 | -7% | 1 | 2% | -1% | -1% | 1% | 2.3% | -13%
COc1ccc2occ(C(=O)c3ccc(N)cc3)c2c1
 : 0 | -14% | -4 | -1% | -6% | -3% | 0% | 1.0% | -25%
O=C(Cn1ncc(Cl)c(Cl)c1=O)NCC1CCCCC1
 : -2 | -2% | -4 | ? | 9% | -13% | ? | 0.2% | -18%
CC1CCCC(C)N1C(=O)CSc1nc(N)c(-c2ccccc2)c(=O)[nH]1 (configuration not stated)
 : 3 | -3%[57.1 µM] | -3 | -4% | -6% | -3% | 1% | -0.7% | -3%
C/C(=N\OCC(=O)Nc1ccccc1C(=O)O)c1cccs1
 : 1 | 6% | -3 | -1% | -4% | 2% | -4% | -1.9% | -20%
Clc1cccc(Oc2ncc(CN3CCOCC3)s2)c1
 : -2 | -1% | -3 | -2% | 20% | 4% | 0% | 1.2% | -17%
COc1cccc(NC(=O)C2CCN(C(=O)[C@@H]3Cc4ccccc4CN3)CC2)c1
 : -11 | 8% | -2 | 3% | -8% | 5% | 1% | 2.5% | -29%
C1CCC2(CC1)OCC1(CO2)COC2(CCCCC2)OC1
 : -1 | -4% | -7 | -2% | 3% | 0% | -1% | 2.3% | -1%
CCOC(=O)c1c(C)[nH]c(C)c1S(=O)(=O)N(C)Cc1ccco1
 : -2 | -7% | -3 | 3% | -6% | 1% | 6% | 0.6% | -23%
Cn1c(SCc2nc3ccccc3[nH]2)nnc1-c1cccs1
 : 3 | -5% | -9 | -9% | 2% | 0% | 0% | 2.4% | -17%
COc1ccc(C)cc1NS(=O)(=O)c1cc2c3c(c1)CC(=O)N3CCC2
 : 0 | 4%[57.1 µM] | 4 | 2% | -1% | -4% | 0% | 0.3% | -8%
c1ccc(CC2CCN(Cc3ccccn3)CC2)cc1
 : 9 | 2% | -12 | -4% | 7% | 12% | 2% | -0.1% | -14%
Cc1ccc(NC(=O)C(OC(=O)c2ccc(NC(N)=O)cc2)c2ccccc2)cc1Cl (configuration not stated)
 : 1 | -10% | 2 | -9% | -9% | 0% | -16% | 0.3% | -9%
O=C(NC1CCCCC1)c1cc(C2CC2)nn1-c1ccccc1
 : -4 | -1% | -5 | 2% | -5% | -2% | 0% | 1.9% | -17%
CCC(=O)N1CCc2cc(Br)cc(S(=O)(=O)NCc3ccccc3OC)c21
 : -1 | -14%[57.1 µM] | 0 | 12% | 3% | -4% | 1% | 2.2% | -18%
O=C(N/N=C/c1cc([N+](=O)[O-])ccc1O)c1ccc(COc2ccc3c(c2)CCC3)o1
 : -9 | -5% | -19 | -7% | -2% | 11% | 4% | -1.3% | -16%
Cc1ccc(-n2ncc3c(NC4CCCCCC4)ncnc32)cc1
 : -3 | 0%[57.1 µM] | -6 | 1% | 23% | 0% | -1% | -1.1% | -8%
COc1ccc(OC)c(NC(=O)Nc2c(O)ccc3ccccc23)c1
 : 1 | -1% | 13 | 1% | 0% | -3% | -24% | . | -15%
COc1ccc(N=C2CC(C)(C)CC(=O)/C2=C(/O)c2ccccc2)cc1
 : 2 | 1% | 0 | -19% | -1% | -2% | -4% | 3.9% | -8%
CC(C)CC1C(=O)N(Cc2cn(CC3CCCCC3)nn2)CCS(=O)(=O)N1Cc1ccc(-c2ccncc2)cc1 (configuration not stated)
 : 6 | . | -5 | -9% | -19% | -2% | ? | . | -13%
CCc1ccccc1NC(=O)Nc1cc(C(=O)NCc2ccccc2OC)ccc1N1CCCC1
 : -4 | 6%[57.1 µM] | -8 | -16% | 8% | -3% | -7% | 3.4% | -19%
CCC(=O)c1ccc(OCC(=O)OCC(=O)N(C)CC(=O)Nc2ccc(F)cc2)cc1
 : -2 | -4% | -10 | 5% | -3% | -2% | -1% | -0.4% | -8%
Cc1cc(CSc2nc(C)cc(=O)[nH]2)c2ncccc2c1
 : 3 | 6%[57.1 µM] | -9 | -11% | 1% | -1% | -4% | -0.5% | -4%
Cc1ccc(C)c(NC(=O)C2CCCN2C(=O)NC2CCCCC2)c1 (configuration not stated)
 : -1 | 4%[57.1 µM] | 0 | 0% | 15% | -6% | 1% | 4.3% | -16%
COc1cccc(N2CC(NC(=O)C3CCCCC3)CC2=O)c1 (configuration not stated)
 : -1 | -1%[57.1 µM] | 1 | -5% | 14% | -2% | 4% | 0.9% | -24%
O=C(Nc1ccc(N2CCOCC2)cc1)c1ccc(S(=O)(=O)N2CCCCC2)cc1
 : -3 | -4% | 0 | 3% | 7% | -3% | 5% | 2.6% | -11%
COc1ccccc1NS(=O)(=O)c1cc2c3c(c1)CC(=O)N3CCC2
 : 0 | -2% | -12 | 2% | -1% | -6% | -1% | -1.1% | -17%
O=C(C[n+]1cccc(I)c1)c1ccc(F)cc1
 : . | 6% | 4 | . | . | -2% | 6% | . | .
O=C(CSc1nc2ccccc2n1Cc1ccccc1)N/N=C/c1ccco1
 : 11 | -1%[57.1 µM] | -5 | -10% | 0% | -1% | -7% | 0.0% | -18%
COc1ccccc1N1CCN(CCCCOc2ccc(F)cc2)CC1
 : -2 | 19%[57.1 µM] | 4 | -2% | 3% | -1% | -1% | 0.4% | -13%
O=c1onc(-c2ccc(Cl)cc2)n1Cc1ccc(F)cc1
 : -3 | -6% | -6 | 2% | 1% | 0% | 0% | 6.0% | -20%
CC1Cc2ccccc2N1C(=O)Cn1cnc2ccccc2c1=O (configuration not stated)
 : 5 | -7% | -4 | -5% | 1% | 0% | 1% | 0.2% | 4%
Cc1cc(C)c2c(CC(=O)Nc3ccccc3C(F)(F)F)coc2c1
 : 0 | 2% | -4 | 8% | -1% | -3% | 0% | 0.2% | -9%
O=C(CN(Cc1ccccc1F)S(=O)(=O)c1ccc(Cl)cc1)NCCCO
 : 2 | 8%[57.1 µM] | -4 | -3% | 15% | -5% | -1% | -0.1% | -13%
COc1ccccc1S(=O)(=O)N(C)C[C@H]1OCc2cn(nn2)CCCC(=O)N([C@H](C)CO)C[C@@H]1C
 : -4 | . | 5 | 4% | 2% | -4% | 1% | . | -25%
CC(C)=CCCC(C)CN1CCC(n2nccc2NC(=O)c2ccccc2)CC1 (configuration not stated)
 : 1 | 1% | 1 | -14% | 0% | -9% | 1% | 3.0% | -12%
COc1ccc(NC(=S)NNC(=O)c2ccco2)c(OC)c1
 : 0 | -2% | 0 | 3% | 5% | 0% | 2% | . | -4%
Cc1ccc(S(=O)(=O)NCc2ccc3c(c2)OCO3)cc1C
 : 2 | 18%[2.29 µM] | -10 | -19% | 8% | -2% | 3% | 1.3% | -3%
C(=N\n1cnnc1)/c1ccccn1
 : 2 | 4% | -13 | -18% | 18% | -2% | 2% | 0.0% | -22%
O=c1c2cc3c(nc2ncn1Cc1ccc(Cl)cc1)CCCC3
 : -2 | 4%[57.1 µM] | 5 | -1% | -27% | 1% | 10% | 20% | -4%
CCCCCCCCS(=O)c1sc2nc3c(cc2c1N)CCCC3 (configuration not stated)
 : 5 | 10%[57.1 µM] | -1 | -11% | 5% | -3% | 3% | . | -14%
CCCn1nc(C(=O)Nc2ccc3nc(C)sc3c2)c2ccccc2c1=O
 : -3 | 2% | 7&0 | -1% | -3% | -2% | -5% | -0.8% | -26%
O=c1nc(-c2ccccc2)cc(C(F)(F)F)[nH]1
 : -4 | 24% | -3 | 1% | 1% | -4% | 2% | 1.6% | -23%
C=CCSCC1Nc2cc(Cl)c(S(N)(=O)=O)cc2S(=O)(=O)N1 (configuration not stated)
 : 0&0 | 4% | 0 | 3% | 7% | -4%&-4% | 1% | -0.9% | -29%
COC(=O)c1cccnc1-n1c(=O)c2cccnc2n(CC(=O)Nc2cccc(C)c2)c1=O
 : -1 | 3% | 4 | -11% | 2% | -1% | 2% | ? | ?
O=C(N/C(=C\c1ccc(F)cc1)C(=O)N1CCOCC1)c1ccccc1
 : 4 | 3%[57.1 µM] | -8 | 12% | -2% | -1% | 1% | 0.5% | -8%
